# High-throughput results deposited in PubChem BioAssay by National Center for Advancing Translational Sciences (NCATS).
# HT1080-NT tox – kills 2HG-producing HT-1080-NT fibrosarcoma cells | 360,000 tested, 1.6% active | AID 686970 | Potency, µM (series often up to 46.1 µM), without a hit: at the highest dose activity, negative = less viability, usual class: cytotoxic | HT-1080-NT fibrosarcoma viability, CellTiter-Glo ATP luminescence, 48 h;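 also: NT is the 2HG producing partner of a matched IDH1 knockdown line; potency is read from the fitted curve at half-maximal effect; 0% = DMSO-treated cells and -100% = media-only wells without cells; nearly all actives have a fitted effect of over 55% in size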
#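 HT-1080-NT fibrosarcoma cells (2HG-overproducing), 750 cells/well in RPMI with 5% FBS, dosed after 2 h and incubated 48 h at 37C. CellTiter-Glo luminescence normalized to DMSO and no-cell wells; concentration-response curves fitted and classed.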
# ATXN2 expr inh – reduces ATXN2 reporter expression in HEK-293 cells; HEK-293 ATXN2-luciferase reporter, luminescence, 24 h; Potency, µM (series often up to 57 µM), without a hit: at the top dose activity change, negative = inhibition, usual class: inhibitors; 360,000 tested, 0.72% active; also: potency is read from the fitted curve at half-maximal effect; % is scaled to controls: 0 for no effect and ±100 for the full control effect; nearly all actives have a fitted effect of over 55% in size
#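 ATXN2-luciferase reporter cells (luciferase flanked by upstream and downstream ATXN2 gene portions) were treated 24 h at 37 °C with compounds at up to 57 uM. SteadyGlo luminescence gave expression; GF-AFC fluorescence gave viability.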
# KB-3-1 cytotox – KB-3-1 parental cell cytotoxicity; 400,000 tested, 1.4% active; KB-3-1 viability, CellTiter-Glo ATP luminescence, 72 h; Potency, µM (top dose mostly 46.1 µM), for inactives: top-dose activity change, negative = cytotoxic, most hits filed as cytotoxic; also: potency is read from the fitted curve at half-maximal effect; % is scaled to controls: 0 for no effect and ±100 for the full control effect; nearly all actives have a fitted effect of over 60% in size
#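 Parental KB-3-1 adenocarcinoma cells in phenol-red-free DMEM with 10% FBS were pin-treated with compounds at several concentrations, incubated 72 h at 37 °C, and viability read by CellTiter-Glo luminescence; concentration-effect curves were fitted after normalization.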
# ATXN viability – reduces viability in counter-screen for ATXN expression inhibitors; S2 cells (HEK-293 line with an ATXN2-luciferase reporter) viability, CellTiter-Fluor protease fluorescence, 24 h; 400,000 tested, 0.49% active; Potency, µM (series often up to 56.7 µM), hits mostly cytotoxic; also: potency is read from the fitted curve at half-maximal effect; nearly all actives have a fitted effect of over 40% in size
# SW480 rereplic – induces DNA re-replication in SW480 colon adenocarcinoma cells; SW480 DNA re-replication, Hoechst DNA content imaging, 48 h; Potency, µM (top dose mostly 46.1 µM), for the others: at the highest dose re-replication activation, most hits filed as activators; 340,000 tested, 1.8% active; also: potency is read from the fitted curve at half-maximal effect; % of control where 0% means no effect; nearly all actives have a fitted effect of over 55% in size
#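 Image-based read-out: total Hoechst fluorescence of nuclei (405 nm excitation, 500-530 nm emission), with hits raising the fraction of high-intensity nuclei. SW480 colon cells incubated 48 hr with compounds at 37 C.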
# IL1B secr inh – inflammasome signaling inhibition, IL-1 beta readout. THP-1 LPS/ATP IL-1B secretion, AlphaLISA, 16 h; stronger effect = lower value. activity change, % at 57.5 µM. 360,000 tested, 4.7% active. AID 743279; in the data active = activity change below about -50%; inconclusive = mostly about -30% to -49%; also: % is scaled to controls: 0 for no effect and ±100 for the full control effect
#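 THP-1 cells pretreated 1 hr with compounds (up to 57.5 uM final), then stimulated with LPS (250 ng/mL final) plus ATP (1.25 mM final); secreted IL-1B measured by AlphaLISA after 16 hr, decreased signal indicating inhibition.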
# KB-V1 cytotox – KB-V1 MDR subline cytotoxicity | AID 1347076 | KB-V1 MDR cells viability, CellTiter-Glo, 72 h | 400,000 tested, 3.4% active | Potency, µM (highest dose often 46.1 µM), inactives show at the highest dose activity change, negative = cytotoxicity, hits mostly cytotoxic; also: potency is read from the fitted curve at half-maximal effect; % is scaled to controls: 0 for no effect and ±100 for the full control effect; nearly all actives have a fitted effect of over 60% in size
#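 Following 72 h at 37 degrees C with compound, KB-V1 cell viability was read by CellTiter-Glo luminescence, medium being phenol-red-free DMEM plus 10% FBS; concentration-response parameters came from normalized, curve-fitted qHTS data.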
# HT1080 IDH1KD tx – kills HT-1080 cells with IDH1 knockdown. HT-1080 IDH1 knockdown viability, ATP luminescence, 48 h. Potency, µM (titrated, usually from 46.1 µM), without a hit: at the highest dose activity, negative = toxicity, hits mostly cytotoxic. 360,000 tested, 2% active. AID 686971;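 also: potency is read from the fitted curve at half-maximal effect; 0% = DMSO wells and -100% = cell-free medium wells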
#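 Luminescent ATP read-out (CellTiter-Glo, 10 min at room temperature) after 48 h compound exposure at 37 °C gave viability of IDH1-knockdown HT-1080 cells. Activity was normalised to DMSO and cell-free wells, then fitted as concentration-response curves.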
# MCF10A rereplic – inducers of DNA re-replication in MCF 10A breast cells; MCF 10A DNA re-replication, Hoechst nuclear intensity, 48 h; Potency, µM (titrated, usually from 46.1 µM), inactives show at the top dose activity, positive = re-replication, actives largely listed as activators; 350,000 tested, 2.9% active; AID 624296; also: potency is read from the fitted curve at half-maximal effect; % of control where 0% means no effect; nearly all actives have a fitted effect of over 50% in size
# Numbers without * were called inactive; i = inactive; ? = inconclusive; . = no result given; [ ] = another dose, or the depositor's remark. Unless noted, calls follow the shape of the dose curve; as a rule, active = well fitted curve in the direction sought with a large enough effect; inconclusive = small, poorly fitted or top-dose-only effect, or another doubt; inactive = no such curve, though single readings can be large; an effect the other way counts as inactive or inconclusive.
Molecule	HT1080-NT tox	ATXN2 expr inh	KB-3-1 cytotox	ATXN viability	SW480 rereplic	IL1B secr inh	KB-V1 cytotox	HT1080 IDH1KD tx	MCF10A rereplic
O=C(c1ccc(Cl)c([N+](=O)[O-])c1)N1CCCc2ccccc21	-1%	.	3%	i	2%	7	-7%	-19%	-1%
Nc1c(/C=C2/C=CC(=O)C(O)=C2)c(=O)nc2sc(CC(=O)N3CCCCC3)nn12	-4%	.	0%	i	-16%	-20	0%	0%	-1%
C/C(N)=C(/C#N)C(=O)CSc1nc2cc(Cl)ccc2s1	35µM*	-14%	-5%	i	-1%	0	?	-16%	-1%
CC(=O)Nc1oc(-c2cccc3ccccc23)nc1C#N	.	-4%	?	i	-55%[inhibitor]	.	-6%	.	53%
Cc1nc2ccc(-c3ccccc3)cc2o1	21%	23%	0%	i	-5%	-16	?	28%	-3%
Cc1cccc(C)c1NC(=O)N1CCN(C2CCCCC2)CC1	15%	5%	0%	i	-4%[9.22 µM]	2	-1%	16%	4%
Cc1ccc(Cl)cc1NC(=O)/C(C#N)=C\c1cn(Cc2ccc(F)cc2)c2ccccc12	.	-8%	30%	i	.	.	-15%	.	.
COc1ccc(S(=O)(=O)Nc2cccc(S(=O)(=O)N3CCCCCC3)c2)cc1	-5%	3%	-4%	i	8%	11	1%	-3%	-6%
COc1ccc(Cc2c(-c3cccc(Cl)c3)nc3c(C)cc(Br)cn23)c(C)c1	21µM*	-32%	?	?	.	?	8%	23µM*	.
Cc1ccc(CC(=O)Nc2ccc(F)c([N+](=O)[O-])c2)cc1C	-1%	.	3%	i	-73%[inhibitor]	-7	2%	5%	12%
COc1ccc(-c2oc3ncn4nc(COc5ccc(Cl)cc5)nc4c3c2-c2ccc(OC)cc2)cc1	.	-2%	7%	?	.	.	8%	.	.
CCOc1ccccc1NC(=S)N1CCN(c2ccc(O)cc2)CC1	-15%	.	-2%	i	-3%	26	-29%	-10%	14%
O=S(=O)(c1ccccc1Cl)N1CCCC(c2nc(-c3cccnc3)no2)C1 (stereo unspecified)	0%	-5%	-14%	i	-4%	-11	7.3µM*	-1%	-3%
Brc1cccc(-c2nnc3sc(CNCc4ccco4)cn23)c1	-5%	4%	-21%	i	-3%	-6	-6%	-5%	25%
CC(C)CNC(=O)C(=O)NCC1OCCCN1S(=O)(=O)c1ccc2c(c1)OCCO2 (stereo unspecified)	2%	7%	3%	i	-22%	i	-21%	-11%	-4%
CCNC(=S)NNC(=O)c1ccoc1C	11%	4%	5%	i	-10%	2	-4%	0%	0%
CCOC(=O)N1CCN(C(=O)C2COc3ccccc3O2)CC1 (stereo unspecified)	23%	-5%	7%	i	-2%	-5	8%	15%	-1%
Cc1nc2ccc(NS(=O)(=O)c3c(F)cc(F)cc3Br)cc2s1	0%	.	?	.	-5%	27	-2%	-21%	-1%
C/C(=N\NS(=O)(=O)c1ccccc1)c1ccc2c(c1)OCO2	1%	22%	-2%	i	9%	-10	-4%	8%	9%
Cc1nn(Cc2ccccc2)c2sc(C(=O)NCc3cccnc3)cc12	0%	4%	0%	i	-4%	-16	-25%	-3%	8%
CCN(CC(=O)Nc1ccccc1C(F)(F)F)C(=O)CSCc1ccc(C)cc1	-1%	9%	7%	i	-14%	-1	?	4%	4%
CN1CCN(S(=O)(=O)c2ccc3c(c2)oc(=O)n3C)CC1	3%	3%	-14%	i	3%	12	-2%	6%	11%
COc1ccc(NC(=O)COC(=O)Cc2c[nH]c3ccccc23)cc1Cl	-6%	2%	-1%	i	-2%	0	14%	0%	0%
CNC(=O)C(=O)NCCN1CCN(S(=O)(=O)c2ccc3ccccc3c2)CC1	-1%	10%	18%	i	55%	0	?	5%	-6%
CCS(=O)(=O)c1ccc(O)c(NC(=O)CCCC(=O)O)c1	11%	-14%	27%	i	-8%	12	0%	3%	-9%
Cc1cccn2c(=O)c3cc(C(=O)N4CCCCC4C)sc3nc12 (stereo unspecified)	-1%	7%	-6%	i	-39%	34	-2%	-5%	15%
Cc1cccc(-n2ccnc2SCC(=O)Nc2nc3ccccc3s2)c1	.	20%	-4%	i	.	.	-1%	.	.
O=C1CCCC2=C1C(c1ccncc1)n1c(nc3ccccc31)N2 (stereo unspecified)	13%	-19%	16%	?	-5%	10	-4%	6%	4%
Cc1ccc(C)c2c1[nH]c1ccc([N+](=O)[O-])cc12	-25%	-26%	?	i	-3%	24	8.2µM*	?	20%
C=CCNC(=O)CN1C(=O)NC(C)(c2ccc(OC)cc2)C1=O (stereo unspecified)	7%	9%	1%	i	-8%	8	6%	2%	-1%
COc1cc(C(=O)Nc2nc3ccc4nc(C)sc4c3s2)cc(OC)c1OC	2%	7%	-14%	i	-4%	-3	1%	9%	-1%
COc1cc(CC(=O)NCc2ccc3c(c2)OCO3)cc(OC)c1OC	13%	7%	?	i	-6%[9.22 µM]	1	8%	8%	-10%
CCN(CC)S(=O)(=O)c1cc(NC(=O)CCc2c(C)noc2C)ccc1C	-21%	-1%	-10%	i	3%	31	?	-18%	12%
COc1ccc(C2CC(c3ccc(Cl)cc3)n3nc(N)nc3N2)cc1 (stereo unspecified)	17%	4%	-3%	i	-2%	?	8%	13%	14%
Cc1ccc(CCNC(=O)C2CCN(S(=O)(=O)c3ccc4c(c3)NC(=O)C(C)S4)CC2)cc1 (stereo unspecified)	0%	?	?	?	-6%	-68*	5%	?	-3%
Nc1ccc(N=Nc2ccccc2O)c(N)c1	?	70%[activator]	-1%	i	?	-25	-2%	?	-3%
Cc1nn(-c2ccccc2)c(N2CCCC2)c1/C=N/Nc1ccc(S(N)(=O)=O)cc1[N+](=O)[O-]	-18%	30%[activator]	?	i	-9%	-3	-26%	-16%	-2%
O=C(O)c1cc(-c2ccc(/C=N/N3C(=O)C4C5C=CC(CC5)C4C3=O)o2)ccc1Cl (stereo unspecified)	-8%	-11%	25%	i	-2%	-2	6%	8%	-14%
Cc1ccsc1-c1nc(C(N)=O)c2[nH]c(=O)n(-c3ccc(Cl)cc3)c2n1	3%	-17%	-12%	i	-3%	-21	-4%	-2%	?
O=C(CN1CCOCC1)Nc1scc2c1c(=O)oc1ccccc12	-3%	17%	5%	i	-63%	18	9%	1%	0%
Cc1ccc(C(=O)c2c3ccc([N+](=O)[O-])cc3[n+]([O-])n2CCCN)cc1	-3%	0%	?	?	?	-21	-9%	-13%	?
Cc1cccc(OCc2nnc(SC(C)C(=O)O)n2Cc2ccccc2)c1 (stereo unspecified)	-6%	5%	17%	i	-9%	-3	23%	13%	-2%
CC1CCN(S(=O)(=O)c2ccc(Br)s2)CC1	6%	-17%	1%	i	2%	-7	-13%	6%	5%
COc1ccc(OC)c(C2C(C(C)=O)=C(C)Nc3ncnn32)c1 (stereo unspecified)	15%	-15%	-5%	i	-1%	8	-8%	17%	0%
Cn1cc([N+](=O)[O-])c(C(=O)Nc2ccc3nc(-c4ccccc4)[nH]c3c2)n1	?	44%[activator]	5%	i	?	59	-11%	?	6%
CC(=O)N1N=C(c2ccccc2O)CC1c1cccs1 (stereo unspecified)	-18%	0%	-11%	i	-1%	-65*	-25%	-14%	?
O=c1c(C(c2ccc(F)cc2)c2c(O)nc3n(c2=O)CCCS3)c(O)nc2n1CCCS2	-1%	-18%	-1%	i	-13%	-10	-5%	0%	1%
CCOC(=O)CCc1nc2ccccc2[nH]c1=O	12%	-28%	-1%	?	-8%	21	6%	7%	4%
CCS(=O)(=O)N1CCC(C(=O)NCc2cccnc2)CC1	8%	-2%	9%	i	0%	8	-1%	2%	7%
CN1C(=O)CC(c2cn(Cc3ccccc3)c3ccccc23)C1=O (stereo unspecified)	-11%	.	-1%	i	13%	38	?	0%	20%

# Carrying on.
Molecule	HT1080-NT tox	ATXN2 expr inh	KB-3-1 cytotox	ATXN viability	SW480 rereplic	IL1B secr inh	KB-V1 cytotox	HT1080 IDH1KD tx	MCF10A rereplic
Oc1ccc(/C=N/N2CCN(C3c4ccccc4-c4ccccc43)CC2)cc1	-10%	9%	-5%	i	-13%	-64*	-8%	-8%	?
COC(=O)c1c(C)[nH]c(-c2csc(N)n2)c1C	?	13%	?	?	15µM*	65	13%	?	?
CC(=O)c1c(C)[nH]c(C(=O)CSc2nnc3ccccn23)c1C	20%	28%	20%	i	-3%	33	-2%	26%	0%
Cc1ccc2[nH]c(=O)c(CN(CCCN3CCOCC3)C(=O)Nc3cccc(Cl)c3)cc2c1	?	-31%	-9%	i	16%	-58*	-4%	?	?
CCCN1CCN(CCCNC(=S)Nc2ccc3nc(N4CCN(CC)CC4)cc(C)c3c2)CC1	-2%	.	0%	i	3%	-13	?	-4%	16%
CCN(CC)S(=O)(=O)c1ccc2c(c1)N(CC(=O)N(CCc1ccncc1)C(C)C)C(=O)CO2	-3%	.	1%	i	-90%[inhibitor]	2	-19%	7%	-2%
O=C(O)c1sccc1Oc1ccc(NS(=O)(=O)c2ccc(Cl)cc2)cc1	6%	.	3%	i	21%	5	0%	15%	1%
Cc1ccccc1CNC(=O)CCc1ccccc1	8%	63%[activator]	0%	i	-1%	?	-9%	1%	-3%
CCOc1cc(N2CCOCC2)c(OCC)cc1NC(=O)c1c(-c2ccccc2Cl)noc1C	-28%	-8%	3%	i	1%[1.84 µM]	-3	-12%	-5%	7%
